Screening results: PubChem, several laboratories
STAT3 inh: IL-6 driven STAT3 reporter inhibitors, primary screen, U3A cells, luciferase, luminescence, MLSCN library; IL-6 STAT3-luciferase reporter; host cell line lacks STAT1; inhibition, % at 5.5 µM; 190,000 compounds, 0.89% hits; AID 862, 2007;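 active = inhibition above the mean inhibition across all screened compounds plus 3 SD, cut at about 44% in these data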;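 note: 0% = DMSO only wells and 100% = 100 µM nifuroxazide control wells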
ROMK primary: ROMK potassium channel modulators, primary screen, cell-based, thallium flux, MLSMR library | B-score at 10 µM | Tet-inducible ROMK, thallium flux fluorescence; actives lie on both sides | 130,000 compounds, 2% hits | ATP-sensitive inward rectifier potassium channel 1 (Homo sapiens), P48048 | AID 1918, 2009;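 active = signal ratio slope over the read window, or its plate-corrected B-score, at least 3 SD from the plate mean, either direction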;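 note: B-score of the F/F0 ratio slope over 7 to 12 s after thallium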
STAT3 activator: IL-6 driven STAT3 reporter potentiators, primary screen, U3A cells, luciferase, luminescence, MLSCN library | IL-6 STAT3-luciferase reporter; 100% = signal with IL-6 EC80 alone | activation (% of control), % at 5.6 µM | 190,000 compounds, 0.91% hits | AID 871, 2007;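 active = activation above the screen-wide mean of compound activation plus 3 SD, cut at about 130% in these data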;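 note: 0% = background luminescence of wells with medium and substrate only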
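Material: STAT1-lacking human U3A cells, STAT3 luciferase reporter | Benchmarks: IL-6-only wells as 100% reference | Probe or stimulus: IL-6 (33 ng/mL) | Timing: Compound 1 h, then IL-6 6 h at 37 °C | Detection: Luminescence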
PPARg SRC-2 ag: agonists of PPARg-SRC-2 recruitment, primary screen, biochemical, HTS | PPARgamma LBD-SRC-2 recruitment | activation, % at 8 µM | 200,000 compounds, 0.34% hits; in the data active = activation above about 22%;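 note: 0% = vehicle and 100% = reference agonist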
Target sequence (P37231 whole entry, looked up, the tested form may be a part): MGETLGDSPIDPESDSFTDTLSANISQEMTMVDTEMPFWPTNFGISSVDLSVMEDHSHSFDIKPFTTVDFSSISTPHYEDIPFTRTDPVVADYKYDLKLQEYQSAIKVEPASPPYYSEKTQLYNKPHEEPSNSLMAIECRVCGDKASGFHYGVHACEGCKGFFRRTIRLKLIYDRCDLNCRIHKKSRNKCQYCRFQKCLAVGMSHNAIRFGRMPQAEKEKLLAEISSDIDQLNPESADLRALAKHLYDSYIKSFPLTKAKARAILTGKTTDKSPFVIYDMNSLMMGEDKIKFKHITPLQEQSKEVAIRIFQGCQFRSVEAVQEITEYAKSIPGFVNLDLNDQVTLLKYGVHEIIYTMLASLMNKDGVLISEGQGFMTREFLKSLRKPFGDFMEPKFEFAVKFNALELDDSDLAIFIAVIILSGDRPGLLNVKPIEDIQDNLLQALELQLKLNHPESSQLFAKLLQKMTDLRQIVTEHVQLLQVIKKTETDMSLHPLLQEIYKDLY
STAT1 inh: STAT1 signaling inhibitors, primary screen, cell-based, HTS, luciferase reporter | NIH 3T3 STAT1-luciferase reporter, IFN-gamma, luminescence | 200,000 compounds, 0.35% hits | AID 920, 2007 | inhibition, % at 5.5 µM;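 active = inhibition above a set limit, the mean inhibition across all tested compounds plus 3 SD, cut at about 34% in these data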;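 note: 0% = IFN-gamma with DMSO and 100% = IFN-gamma with 300 µM nifuroxazide; values of inactives mirror those of a sister screen read the other way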
PPARg SRC1 recr: PPARgamma agonists recruiting SRC-1 coactivator, primary screen, biochemical; PPARgamma-SRC-1 coactivator recruitment biochemical assay; Peroxisome proliferator-activated receptor gamma (Homo sapiens), P37231; activation, % at 8 µM; 200,000 compounds, 0.41% hits; in the data active = activation above about 19%;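 note: 0% = DMSO and 100% = reference agonist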
PPARg SRC3 recr: PPARgamma agonists recruiting SRC-3 coactivator, primary screen, biochemical; Peroxisome proliferator-activated receptor gamma (Homo sapiens), P37231; 200,000 compounds, 0.26% hits; biochemical PPARgamma/SRC-3 coactivator recruitment assay; activation, % at 8 µM; in the data active = activation above about 23%;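 note: 0% = DMSO and 100% = reference agonist; some compounds past the cut are filed as inactive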
TNAP act hi DEA: TNAP activators at high phosphate acceptor level, primary screen, biochemical, luminescence, uHTS | Alkaline phosphatase, tissue-nonspecific isozyme (Homo sapiens), P05186 | purified TNAP, CDP-star luminescence, 1 M DEA, 30 min; active compounds read high; 0 = EDTA background, 1 = DMSO-only activity | activation factor at 20 µM | 200,000 tested, under 10 active;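 active = activation factor at least 2 at 20 µM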
Target sequence (P05186 whole entry, looked up): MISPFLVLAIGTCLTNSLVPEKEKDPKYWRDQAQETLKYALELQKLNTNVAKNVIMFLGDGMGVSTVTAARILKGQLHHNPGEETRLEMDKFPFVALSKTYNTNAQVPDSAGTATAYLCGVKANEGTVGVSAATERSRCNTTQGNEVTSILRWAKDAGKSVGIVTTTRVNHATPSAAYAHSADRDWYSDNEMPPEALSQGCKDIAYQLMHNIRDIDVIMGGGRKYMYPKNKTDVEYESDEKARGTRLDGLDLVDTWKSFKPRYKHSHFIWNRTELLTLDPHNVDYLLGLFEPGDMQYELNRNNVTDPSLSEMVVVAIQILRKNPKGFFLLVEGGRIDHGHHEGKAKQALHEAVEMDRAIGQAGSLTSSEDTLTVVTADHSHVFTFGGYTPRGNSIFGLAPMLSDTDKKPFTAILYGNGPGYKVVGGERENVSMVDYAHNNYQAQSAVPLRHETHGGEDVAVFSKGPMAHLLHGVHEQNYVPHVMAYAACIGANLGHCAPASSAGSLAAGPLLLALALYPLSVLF
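Assay system: human TNAP; Input: enzyme diluted 1/800 final; Reagent: CDP-star luminogenic substrate at 100 µM final; Timing: 30 min, room temperature; Signal: luminescence; Evaluation: TNAP activation factor scaled between EDTA and DMSO control wells.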
bIAP inh: bovine intestinal alkaline phosphatase inhibitors, primary screen, selectivity assay for TNAP inhibitor project, biochemical, bovine IAP, CDP-star luminescence. purified bovine IAP, 30 min. 190,000 tested, under 10 active. inhibition, % at 20 µM. alkaline phosphatase, intestinal [Bos taurus];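 active = over 50% inhibition of intestinal alkaline phosphatase at 20 µM in the single-dose screen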
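test system = bovine IAP enzyme | medium = DEA buffer 100 mM, pH 9.8, with MgCl2 1.0 mM, ZnCl2 0.02 mM | detection = luminescence | dosing = single compound dose of 20 µM, 2% DMSO final | incubation = 30 min reaction at room temperature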
TR-FRET SRC-2 ct: TR-FRET signal artefacts, primary screen, artefact control for PPARgamma SRC-2 agonist project, biochemical; TR-FRET artefact counter-screen; active compounds read high; TR-FRET ratio at 8 µM; 200,000 compounds, 0.4% hits; in the data active = TR-FRET ratio above about 2000; note: inactives centre near 1500
bIAP act: bovine intestinal alkaline phosphatase activators, primary screen, biochemical, bovine IAP, CDP-star luminescence; alkaline phosphatase, intestinal [Bos taurus]; activation factor at 20 µM; 200,000 compounds, 0.17% hits; purified bovine IAP, 30 min; active compounds read high; fold of DMSO-control signal, blank-subtracted;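 active = activation factor of 2 or more at 20 µM, a signal rise over negative controls twice the positive control's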
Starred values were filed as active, the others as inactive.

For Cc1ccc(NC(=O)NCC2CCN(Cc3cccc(Cl)c3)CC2)cc1Cl the results were STAT3 inh -1, ROMK primary -2.3, STAT3 activator 101, PPARg SRC-2 ag 7, STAT1 inh -2, PPARg SRC1 recr 1, PPARg SRC3 recr 2, TNAP act hi DEA 1.2, bIAP inh -14, TR-FRET SRC-2 ct 1495 and bIAP act 1.1.
Screening CCOC(=O)c1[nH]c2ccc(Br)cc2c1NC(=O)CCN1CCC(C(=O)OCC)CC1 returned STAT3 inh -6, ROMK primary -2.1, STAT3 activator 108, PPARg SRC-2 ag 1, STAT1 inh 14, PPARg SRC1 recr 2, PPARg SRC3 recr 3, TNAP act hi DEA 1, bIAP inh -2, TR-FRET SRC-2 ct 1718 and bIAP act 1.
For CCOC(=O)c1sc(NC(=O)CSc2nc3c(c(-c4ccc(OC)cc4)c2C#N)CCCC3)c(C#N)c1C the results were STAT3 inh 0, STAT3 activator 102, PPARg SRC-2 ag 3, STAT1 inh 10, PPARg SRC1 recr 5, PPARg SRC3 recr 7, TNAP act hi DEA 1.1, bIAP inh 13, TR-FRET SRC-2 ct 1602 and bIAP act 0.9.
For c1ccc(C2=NNC(c3ccco3)=Nc3ccccc32)cc1 the results were STAT3 inh 5, ROMK primary -0.64, STAT3 activator 102, PPARg SRC-2 ag 5, STAT1 inh -4, PPARg SRC1 recr -5, PPARg SRC3 recr 2, TNAP act hi DEA 1, bIAP inh -13, TR-FRET SRC-2 ct 1408 and bIAP act 1.1.
`Cc1onc(-c2ccccc2)c1C(=O)NC(=S)NNC(=O)c1ccc(O)cc1` gave STAT3 inh 10, STAT3 activator 92, PPARg SRC-2 ag 6, STAT1 inh -2, PPARg SRC1 recr 2, PPARg SRC3 recr 2, TNAP act hi DEA 1.1, bIAP inh 6, TR-FRET SRC-2 ct 1452 and bIAP act 0.9.
Screening O=C1/C(=C\c2ccccn2)SC(=S)N1Nc1ncc(C(F)(F)F)cc1Cl returned STAT3 inh -10, STAT3 activator 109, PPARg SRC-2 ag 6, STAT1 inh -1, PPARg SRC1 recr 5, PPARg SRC3 recr -6, TNAP act hi DEA 1, bIAP inh -17, TR-FRET SRC-2 ct 1642 and bIAP act 1.2.
CN1CCN(CC(O)c2ccccc2)CC1 (centres undefined) was read as STAT3 inh 5, STAT3 activator 105, PPARg SRC-2 ag 7, STAT1 inh -3, PPARg SRC1 recr 6, PPARg SRC3 recr 5, TNAP act hi DEA 1, bIAP inh -1, TR-FRET SRC-2 ct 1717 and bIAP act 1.
`CC1CCCC(NC(=O)CCn2c(=O)oc3ccccc32)C1C` (centres undefined) gave STAT3 inh 10, STAT3 activator 95, PPARg SRC-2 ag -5, STAT1 inh 9, PPARg SRC1 recr -2, PPARg SRC3 recr -6, TNAP act hi DEA 1, bIAP inh -3, TR-FRET SRC-2 ct 1436 and bIAP act 1.
Screening CN(C)/C=C/c1onc(-c2ccccc2Cl)c1C#N returned STAT3 inh 2, STAT3 activator 101, PPARg SRC-2 ag 1, STAT1 inh -11, PPARg SRC1 recr -2, PPARg SRC3 recr 7, TNAP act hi DEA 1, bIAP inh 7, TR-FRET SRC-2 ct 1609 and bIAP act 0.9.
For CC(C)C1OC(c2cccc(NC(=O)c3cccs3)c2)OCC1(C)C (centres undefined) the results were STAT3 inh 1, ROMK primary -0.62, STAT3 activator 100, PPARg SRC-2 ag 1, STAT1 inh 4, PPARg SRC1 recr 5, PPARg SRC3 recr 4, TNAP act hi DEA 1, bIAP inh 6, TR-FRET SRC-2 ct 1417 and bIAP act 0.9.
For COc1cccc(C2C(C#N)=C(N)Oc3cc(C)oc(=O)c32)c1OC (centres undefined) the results were STAT3 inh 16, STAT3 activator 92, PPARg SRC-2 ag 4, STAT1 inh 5, PPARg SRC1 recr 0, PPARg SRC3 recr -4, TNAP act hi DEA 1.1, bIAP inh 1, TR-FRET SRC-2 ct 1502 and bIAP act 1.
`O=C(Nc1cc(N2CCOCC2)ncn1)c1ccccc1` gave STAT3 inh 13, STAT3 activator 92, PPARg SRC-2 ag -4, STAT1 inh -8, PPARg SRC1 recr 0, PPARg SRC3 recr -2, TNAP act hi DEA 1, bIAP inh 8, TR-FRET SRC-2 ct 1327 and bIAP act 0.9.
Screening COc1ccc(C2(C(F)(F)F)NC(=O)N(C)C(=O)N2C)cc1 (centres undefined) returned STAT3 inh 13, ROMK primary 0.055, STAT3 activator 94, PPARg SRC-2 ag 5, STAT1 inh -6, PPARg SRC1 recr 3, PPARg SRC3 recr -1, TNAP act hi DEA 1.1, bIAP inh 6, TR-FRET SRC-2 ct 1533 and bIAP act 0.9.
`COc1ccc(NC(=O)NCCCN2CCCCC2C)cc1` (centres undefined) gave STAT3 inh -6, ROMK primary -0.024, STAT3 activator 107, PPARg SRC-2 ag 3, STAT1 inh -11, PPARg SRC1 recr 2, PPARg SRC3 recr -4, TNAP act hi DEA 1, bIAP inh 0, TR-FRET SRC-2 ct 1465 and bIAP act 1.
Screening COCCCNC(=O)/C=C/c1ccc(OCc2c(F)cccc2Cl)cc1 returned STAT3 inh 20, ROMK primary -2.6, STAT3 activator 90, PPARg SRC-2 ag 4, STAT1 inh 12, PPARg SRC1 recr 8, PPARg SRC3 recr 1, TNAP act hi DEA 1.1, bIAP inh 9, TR-FRET SRC-2 ct 1571 and bIAP act 0.9.
Cc1ccc(NC(=S)N/N=C/c2c(C)[nH]c3ccccc23)cc1 was read as STAT3 inh 2, ROMK primary -1.2, STAT3 activator 102, PPARg SRC-2 ag 1, STAT1 inh -17, PPARg SRC1 recr 7, PPARg SRC3 recr 2, TNAP act hi DEA 1.1, bIAP inh 2, TR-FRET SRC-2 ct 1570 and bIAP act 1.
Screening CC(=O)Oc1ccc2c(=O)c(-c3ccccc3)c(C)oc2c1 returned STAT3 inh 6, ROMK primary 0.016, STAT3 activator 96, PPARg SRC-2 ag 0, STAT1 inh -1, PPARg SRC1 recr 6, PPARg SRC3 recr -4, TNAP act hi DEA 1.1, bIAP inh -9, TR-FRET SRC-2 ct 1413 and bIAP act 1.1.
Screening CCC1(C)Cc2ccccc2-c2nc(NCCCO)n(-c3ccccc3)c(=O)c21 (centres undefined) returned STAT3 inh -11, ROMK primary -0.0018, STAT3 activator 110, PPARg SRC-2 ag 2, STAT1 inh 2, PPARg SRC1 recr -1, PPARg SRC3 recr -1, TNAP act hi DEA 1, bIAP inh 6, TR-FRET SRC-2 ct 1552 and bIAP act 0.9.
c1ccc2c(-c3nn[nH]n3)cccc2c1 was read as STAT3 inh -10, STAT3 activator 105, PPARg SRC-2 ag 8, STAT1 inh 5, PPARg SRC1 recr 5, PPARg SRC3 recr 8, TNAP act hi DEA 1, bIAP inh 7, TR-FRET SRC-2 ct 1569 and bIAP act 0.9.
For CCOc1ccc(NC(=O)c2ccccc2O)cc1 the results were STAT3 inh 24, ROMK primary 0.64, STAT3 activator 83, PPARg SRC-2 ag 0, STAT1 inh -3, PPARg SRC1 recr 4, PPARg SRC3 recr -2, TNAP act hi DEA 1, bIAP inh -1, TR-FRET SRC-2 ct 1609 and bIAP act 1.
For Cc1ccc(C)c(NC(=O)CSc2nnc(CCNC(=O)OC(C)(C)C)o2)c1 the results were STAT3 inh 9, ROMK primary -0.16, STAT3 activator 97, PPARg SRC-2 ag -3, STAT1 inh -3, PPARg SRC1 recr -3, PPARg SRC3 recr -3, TNAP act hi DEA 1, bIAP inh -11, TR-FRET SRC-2 ct 1483 and bIAP act 1.1.
For O=C(NC(=S)NCCN1CCOCC1)c1ccccc1 the results were STAT3 inh -8, STAT3 activator 102, PPARg SRC-2 ag -8, STAT1 inh 0, PPARg SRC1 recr 0, PPARg SRC3 recr -8, TNAP act hi DEA 1, bIAP inh -7, TR-FRET SRC-2 ct 1657 and bIAP act 1.1.
O=C(CC(c1ccccc1)c1cc(Br)ccc1O)N1CCCC1 (centres undefined) was read as STAT3 inh 10, ROMK primary 0.12, STAT3 activator 96, PPARg SRC-2 ag 9, STAT1 inh 19, PPARg SRC1 recr 19, PPARg SRC3 recr 3, TNAP act hi DEA 1.1, bIAP inh -4, TR-FRET SRC-2 ct 1730 and bIAP act 1.
For Cc1cccc(N2C(=O)CC(Sc3ccccc3C(=O)O)C2=O)c1 (centres undefined) the results were STAT3 inh 11, STAT3 activator 95, PPARg SRC-2 ag 1, STAT1 inh 1, PPARg SRC1 recr 6, PPARg SRC3 recr 6, TNAP act hi DEA 1, bIAP inh 7, TR-FRET SRC-2 ct 1566 and bIAP act 0.9.
For COc1ccc(C(=O)Cn2c(NCCO)nc3ccccc32)cc1OC the results were STAT3 inh 0, STAT3 activator 101, PPARg SRC-2 ag 3, STAT1 inh 5, PPARg SRC1 recr -1, PPARg SRC3 recr -4, TNAP act hi DEA 1.1, bIAP inh 11, TR-FRET SRC-2 ct 1574 and bIAP act 0.9.
`Clc1cc(-c2ccc(/C=N/n3cnnc3)o2)ccc1Br` gave STAT3 inh 26, ROMK primary -0.43, STAT3 activator 81, PPARg SRC-2 ag 14, STAT1 inh 0, PPARg SRC1 recr 8, PPARg SRC3 recr 5, TNAP act hi DEA 1, bIAP inh -6, TR-FRET SRC-2 ct 1614 and bIAP act 1.1.

Pulled one by one from the entries so far, 2 records:
For Cc1cccc(N2C(=O)CC(Sc3ccccc3C(=O)O)C2=O)c1 (centres undefined) the results were STAT3 inh 11, STAT3 activator 95, PPARg SRC-2 ag 1, STAT1 inh 1, PPARg SRC1 recr 6, PPARg SRC3 recr 6, TNAP act hi DEA 1, bIAP inh 7, TR-FRET SRC-2 ct 1566 and bIAP act 0.9.
c1ccc2c(-c3nn[nH]n3)cccc2c1 was read as STAT3 inh -10, STAT3 activator 105, PPARg SRC-2 ag 8, STAT1 inh 5, PPARg SRC1 recr 5, PPARg SRC3 recr 8, TNAP act hi DEA 1, bIAP inh 7, TR-FRET SRC-2 ct 1569 and bIAP act 0.9.
